PLK1 inh – blocks human PLK1 kinase activity; P53350; recombinant PLK1 kinase, TR-FRET peptide phosphorylation; inhibition, % at 10 µM; actives 0.53% (n = 97,000);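 active = inhibition of 50% or more in the single-concentration screen; inactive = inhibition below 50%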;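 note: 0% = DMSO max control and 100% = H-89 dihydrochloride min control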
cytoskel mod – modifiers of cytoskeleton assembly; HUVEC TNFa F-actin phalloidin imaging, high content; inhibition, % at 2 µM; actives 0.18% (n = 91,000);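 active = inhibition above the batch mean plus 3 SD and confirmed as a hit by visual image inspection, cut at about 30% in these data, passing the limit was not always enough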; note: strong numbers were not always called active
VCAM1 TNFa inh – reduces TNF alpha induced VCAM1 expression in HUVEC; inhibition, % at 2 µM; actives 0.48% (n = 95,000); AID 802; HUVEC TNFa-induced VCAM-1 immunofluorescence, high-content imaging;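 active = inhibition above the batch mean plus 3 SD, with images confirmed as a hit by eye, cut at about 37% in these data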;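 note: 0% = TNF-stimulated DMSO wells and 100% = unstimulated control wells; not every result past the cut was called active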
Plk1 PBD FP – Plk1 (human) PBD binding inhibition. P53350. Plk1 PBD phosphopeptide binding, fluorescence polarization. inhibition, %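 (tested at about 20 µM)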. actives 0.13% (n = 97,000). AID 693; in the data active = inhibition above about 34%, passing the limit was not always enough
DAT uptake mod – modulates human dopamine transporter uptake under cocaine. LLC-PK1 hDAT cells, [14C]-dopamine uptake with cocaine IC80; actives deviate in either direction. AID 449768. actives 1.3% (n = 110,000). B-score at 10 µM. Q01959;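 active = Z score or B-score, a plate-position-corrected score, falls beyond the plate's 99.7% confidence bounds, in either direction; inactive = both scores lie inside the 99.7% bounds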;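 note: scored against the spread of the other compound wells on the same plate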
sEH inh – inhibitors of human soluble epoxide hydrolase. recombinant human sEH enzymatic activity assay. inhibition, % at 2 µM. actives 0.34% (n = 91,000); in the data active = inhibition above about 80%; note: values of inactives mirror those of a sister screen read the other way; many of its hits are not listed in these tables
Target sequence (P34913 whole entry, looked up): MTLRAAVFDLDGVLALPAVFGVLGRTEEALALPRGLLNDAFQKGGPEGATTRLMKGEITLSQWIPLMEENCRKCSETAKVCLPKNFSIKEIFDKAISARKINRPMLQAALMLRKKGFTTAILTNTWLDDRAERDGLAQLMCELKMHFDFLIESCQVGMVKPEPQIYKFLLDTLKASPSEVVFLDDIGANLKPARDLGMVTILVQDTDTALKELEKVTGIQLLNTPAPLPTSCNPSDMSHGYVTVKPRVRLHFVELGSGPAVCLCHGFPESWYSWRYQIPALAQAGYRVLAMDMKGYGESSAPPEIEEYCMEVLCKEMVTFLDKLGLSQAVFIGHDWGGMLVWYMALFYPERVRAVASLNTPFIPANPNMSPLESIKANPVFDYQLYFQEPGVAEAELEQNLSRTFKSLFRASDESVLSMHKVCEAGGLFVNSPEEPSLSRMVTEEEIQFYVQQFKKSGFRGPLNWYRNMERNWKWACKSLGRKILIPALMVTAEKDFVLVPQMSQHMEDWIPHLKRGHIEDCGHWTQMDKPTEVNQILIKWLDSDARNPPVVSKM
IL1B cytotox – HUVEC cytotoxicity counter-screen, IL-1B stimulated | cell count reduction, % at 2 µM | HUVEC cell count loss, Hoechst imaging | actives 0.41% (n = 94,000);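 active = cell count reduction more than 3 SD above the screen-wide mean, cut at about 70% in these data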;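 note: normalized per plate to untreated control cells as the no-loss baseline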
Ecoli WT expand – blocks growth of wild type E. coli BW25113; OD600 absorbance; growth inhibition, % at 100 µM; actives 0.15% (n = 98,000);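 active = growth inhibition above about 50% at one test dose, limit read from the data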;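 note: growth measured after 20 h incubation at 37 °C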
TNFa cytotox – HUVEC cytotoxicity counter-screen, TNF alpha stimulated; HUVEC TNFalpha-stimulated, Hoechst cell count, imaging; cell count reduction, % at 2 µM; actives 0.17% (n = 93,000); AID 848;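 active = cell count reduction exceeding the screen mean by over 5 SD, scaled to untreated wells per plate, cut at about 78% in these data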;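 note: cells counted after 24 h of TNF alpha exposure following the 1 h pretreatment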
Numbers without * were called inactive; / = no result given.

The line under a structure holds: PLK1 inh | cytoskel mod | VCAM1 TNFa inh | Plk1 PBD FP | DAT uptake mod | sEH inh | IL1B cytotox | Ecoli WT expand | TNFa cytotox
> CN1CCN(c2ccc([N+](=O)[O-])cc2S(=O)(=O)N2CCOCC2)CC1
    -12 | 6 | -3 | -20 | -1 | -10 | -1 | 2 | 3
> O=C(CSc1ncnc2c1cnn2-c1ccccc1Cl)N1CCN(C(=O)c2ccco2)CC1
    -12 | -45 | -3 | 5 | 0.83 | 12 | -9 | 6 | -26
> O=C(NCc1ccc(Cl)cc1)C1CCCN(S(=O)(=O)c2cnc[nH]2)C1 (stereo unspecified)
    -10 | 0 | 0 | -7 | -0.49 | 21 | 7 | 5 | 2
> CN1CCN(C(=O)c2ccccc2NC(=O)Cc2ccccc2)CC1
    6 | 31 | 3 | -30 | -0.84 | 5 | -9 | 1 | -11
> COC(=O)c1sc(S(=O)(=O)N2CCC(C(N)=O)CC2)c(C(=O)OC)c1C
    -4 | 4 | 20 | -4 | -0.018 | 6 | 20 | -5 | -8
> CCOC(=O)C1CCCN(S(=O)(=O)c2ccccc2)C1 (stereo unspecified)
    -8 | 17 | 25 | -29 | -0.6 | -10 | -4 | -2 | -8
> CC(=O)C(Cc1cnc(Cl)s1)(Cc1cnc(Cl)s1)C(C)=O
    4 | -29 | -12 | 0 | -0.78 | 6 | -32 | 1 | 7
> Cc1ccc(S(=O)(=O)N2CCCC(C(=O)NCC3COCCO3)C2)cc1 (stereo unspecified)
    -14 | -2 | 2 | -6 | -1.4 | -1 | 6 | 1 | -2
> Cc1ccc(C(=O)NC(=S)Nc2cccc3c(C)cc(C)nc23)cc1
    -10 | 2 | 10 | 5 | 1.1 | -15 | -44 | 3 | -22
> Cc1[nH]c(=O)[nH]c(=O)c1NS(=O)(=O)c1ccc2c(c1)CCCC2
    -15 | -12 | 6 | -4 | -0.59 | 2 | -14 | 3 | -8
> COc1cccc(/C=N/NC(=O)C(=O)N2CCCC2)c1OC
    0 | -8 | -5 | -10 | / | -12 | 29 | 4 | 5
> COc1cccc(C(=O)N(Cc2ccc(N(C)C)cc2)C2CCS(=O)(=O)C2)c1 (stereo unspecified)
    -6 | 5 | 24 | -11 | 2.6* | -4 | 4 | 6 | -19
> O=C(c1ccncc1)N1CCN(c2cccc(C(F)(F)F)c2)CC1
    -5 | 9 | -6 | -23 | -1.8 | -10 | -79 | 2 | -12
> Cc1c(NC(=O)c2cc3nc(-c4ccc(Br)cc4)cc(C(F)(F)F)n3n2)c(=O)n(-c2ccccc2)n1C
    -2 | -16 | -8 | 13 | 2.7 | 4 | -17 | / | -16
> CCOC(=O)c1ccc(NC(=O)CC2SC(=NC)N(C)C2=O)cc1 (stereo unspecified)
    -7 | 11 | 15 | -1 | 0.86 | 4 | 1 | 6 | -12
> O=C(NCCCN1CCOCC1)C1(c2ccccc2)CCOCC1
    -10 | 25 | 3 | 1 | 0.39 | 9 | 22 | 9 | -13
> N#C/C(=C(/O)COC(=O)c1ccc2c(c1)OCCO2)c1nc2ccccc2[nH]1
    -3 | 15 | -5 | -7 | -1 | -3 | -11 | -6 | -30
> O=C(Nc1ccccc1N1CCN(C(=O)c2ccc(Cl)cc2)CC1)c1cccnc1
    -5 | -30 | 1 | -2 | 0.6 | 7 | -7 | 6 | -7
> N#Cc1nc(COc2ccc(Br)cc2)oc1NCCCn1ccnc1
    -7 | -44 | 6 | -3 | / | -11 | 49 | 38 | 0
> Cc1ccc2c(c1)N(C(=O)CSc1nncn1C)C(C)(C)c1ssc(=S)c1-2
    -3 | -21 | 3 | 36 | -0.15 | -22 | -7 | 2 | -9
> O=C(Nc1nnc(C2CCCC2)s1)C1CCN(S(=O)(=O)c2ccc(Cl)cc2)CC1
    -5 | -10 | 12 | 24 | -0.018 | -13 | -10 | -5 | -11
> O=C(CCN1C(=O)C2C3C=CC(C3)C2C1=O)Nc1ccc2ncccc2c1 (stereo unspecified)
    -7 | 11 | -9 | 10 | 0.21 | -1 | 10 | 0 | -3
> O=C(O)c1ccc2noc(-c3ccccc3)c2c1
    11 | 8 | 6 | -8 | 1.2 | 11 | -9 | -2 | -15
> O=C(CSc1nnc(-c2ccccc2Br)o1)Nc1cccc2ccccc12
    -5 | -8 | 12 | 18 | -0.67 | 7 | -9 | -5 | 3
> NC(=O)c1ccccc1NC(=O)CCN1C(=O)c2ccccc2C1=O
    -17 | 6 | 14 | 23 | -1 | 0 | -75 | -5 | -46
> Cc1ccc(C(=O)NNC(=S)NC(=O)c2ccc(Cl)cc2Cl)cc1
    -16 | 4 | -15 | -8 | 0.34 | 4 | 0 | 3 | -21
> CCc1cccc(C)c1NC(=O)c1cccc(N(C)C)c1
    -10 | -9 | -6 | 0 | -0.013 | 1 | 4 | -3 | -58
> Cc1cnc(NC(=O)Cc2c[nH]c3ccccc23)s1
    12 | -2 | 29 | -30 | 1.2 | 14 | -14 | 13 | -3
> CN(C)C(CNC(=O)c1cccc(S(=O)(=O)N(C)C)c1)c1ccccc1 (stereo unspecified)
    -21 | 8 | 7 | -23 | -2.1 | 6 | -22 | -1 | -8
> O=C(O)c1cccnc1SC1CC(=O)N(CCc2ccccc2)C1=O (stereo unspecified)
    0 | / | 20 | 15 | 0.043 | -32 | -2 | -1 | -10

2 compounds picked at random from the list so far:
The line under a structure holds: PLK1 inh | cytoskel mod | VCAM1 TNFa inh | Plk1 PBD FP | DAT uptake mod | sEH inh | IL1B cytotox | Ecoli WT expand | TNFa cytotox
> COC(=O)c1sc(S(=O)(=O)N2CCC(C(N)=O)CC2)c(C(=O)OC)c1C
    -4 | 4 | 20 | -4 | -0.018 | 6 | 20 | -5 | -8
> Cc1ccc2c(c1)N(C(=O)CSc1nncn1C)C(C)(C)c1ssc(=S)c1-2
    -3 | -21 | 3 | 36 | -0.15 | -22 | -7 | 2 | -9

The listing picks up with the two entries that preceded the break.
The line under a structure holds: PLK1 inh | cytoskel mod | VCAM1 TNFa inh | Plk1 PBD FP | DAT uptake mod | sEH inh | IL1B cytotox | Ecoli WT expand | TNFa cytotox
> CN(C)C(CNC(=O)c1cccc(S(=O)(=O)N(C)C)c1)c1ccccc1 (stereo unspecified)
    -21 | 8 | 7 | -23 | -2.1 | 6 | -22 | -1 | -8
> O=C(O)c1cccnc1SC1CC(=O)N(CCc2ccccc2)C1=O (stereo unspecified)
    0 | / | 20 | 15 | 0.043 | -32 | -2 | -1 | -10
> CC1CN(C2CCCCC2)c2nc3c(c(=O)n(C)c(=O)n3C)n2C1 (stereo unspecified)
    -14 | 11 | 13 | -21 | -0.37 | -15 | 0 | -2 | 15
> O=C(Nc1ccc2c(c1)CCC2)c1cnn2c1NC(c1ccco1)CC2C(F)(F)F (stereo unspecified)
    -3 | -1 | -1 | -3 | -0.031 | 16 | -44 | -5 | -8
> Cc1ccc(C(=O)OCC(=O)NCc2ccc3c(c2)OCO3)s1
    -1 | -6 | 0 | 3 | -0.84 | 2 | -12 | -1 | -39
> CC1CCC(C(C)C)C(OCC(O)CN2CCN(Cc3ccccc3)CC2)C1 (stereo unspecified)
    -7 | 7 | -31 | -15 | 0.15 | 20 | -12 | 18 | -33
> COCCCNC(=O)COc1cc(C)c(Cl)c(C)c1
    0 | -14 | 10 | -2 | -0.68 | 6 | 11 | 2 | -29
> Cc1ccc(-n2c(O)cnc2Nc2nc(C)cc(C)n2)cc1
    -11 | -26 | 1 | -37 | / | -2 | -92 | 0 | -11
> Cc1cccc(N2CCN(Cc3oc(CO)cc(=O)c3O)CC2)c1C
    10 | / | 3 | 15 | -0.00011 | 4 | 2 | 10 | -31
> CCOC(=O)c1nc(S(C)(=O)=O)ncc1N1CCOCC1
    -6 | 21 | -58 | -23 | -1.3 | -1 | 19 | 6 | -43
> CCOc1cc(CNc2ccccc2)cc(Br)c1OCc1ccc(F)cc1
    -6 | -1 | -30 | -21 | 0.044 | -3 | 4 | -7 | -5
> CCCCCCCCNC(=O)C(CCC(=O)OCc1ccccc1)NC(C)=O (stereo unspecified)
    -1 | 5 | 1 | -6 | 0.095 | 52 | -152 | -11 | -22
> O=C(NCc1ccccn1)C1CCN(Cc2cnn(-c3ccccc3)c2-n2cccc2)CC1
    -4 | -6 | 15 | -1 | 0.19 | 10 | 5 | -3 | 10
> Cc1cc(NC(=O)C23CCC(C)(C(=O)O2)C3(C)C)no1 (stereo unspecified)
    9 | -18 | 19 | -5 | -0.88 | -5 | -83 | -2 | 19
> Cc1cc(Nc2ccccc2N2CCOCC2)n2ncnc2n1
    -5 | -4 | -20 | -7 | -0.44 | 14 | -16 | / | /
> CN(C)C(=O)c1cc([N+](=O)[O-])cc([N+](=O)[O-])c1N(C)C
    -8 | 31 | -2 | -8 | -0.0094 | -5 | 20 | -1 | -6
> CCOc1ccc(OCCSc2nc3ccccc3o2)cc1
    -2 | 4 | 14 | 14 | 0.19 | -4 | 4 | 14 | 12
> Cc1cc(C(=O)CSc2nnc(C3COc4ccccc4O3)n2C)c(C)n1-c1ccc(F)cc1 (stereo unspecified)
    0 | 30 | 8 | 16 | -0.078 | -8 | -2 | -10 | -39
> Cc1cc(-c2ccccc2)nc2cc(C(=O)N(Cc3ccccc3)Cc3ccccc3)nn12
    -10 | -9 | -15 | -7 | 2.1 | -6 | 4 | / | -13
> O=C(CSc1oc(-c2ccc(F)cc2)nc1S(=O)(=O)c1ccc(F)cc1)NCC1CCCO1 (stereo unspecified)
    -10 | -14 | -6 | -5 | -0.29 | -5 | -190 | -15 | -1
> COc1ccc2oc(C)c(C(N)=O)c2c1
    -3 | 3 | -5 | 10 | -0.13 | -3 | -28 | 9 | -10
> CCN(c1ccccc1)S(=O)(=O)c1cc(C(=O)O)ccc1C
    -13 | 9 | -9 | -26 | -0.31 | 6 | -16 | 2 | 4
> O=C1OCC(CO)(CO)N=C1NNc1cc(Cl)ccc1Cl
    -6 | -3 | -4 | 14 | -0.7 | 4 | -4 | 1 | -10
> O=C(CSc1nnc(COc2cccc3cccnc23)o1)N1CCN(C(=O)c2ccco2)CC1
    -10 | 9 | -3 | 0 | 0.38 | 12 | -4 | / | -16
> COc1cc(Cl)ccc1NC(=O)COc1ccccc1C(=O)N1CCN(c2ccc(O)cc2)CC1
    -15 | -18 | -13 | -5 | / | 35 | -16 | -7 | 6
> CN1CCc2c(sc3c2C(=O)NC(c2ccco2)N3)C1 (stereo unspecified)
    -11 | -14 | -6 | 14 | 0.2 | -12 | 10 | -2 | 6
> Cc1cc(C(=O)CSc2nc(N)cc(=O)[nH]2)c(C)n1CCc1ccc(F)cc1
    -6 | -21 | 23 | 13 | -1.4 | 3 | 4 | -7 | 1
> Fc1ccc(-c2nn3c(C4COc5ccccc5O4)nnc3s2)cc1 (stereo unspecified)
    -2 | -12 | 5 | 2 | / | 5 | -7 | -7 | -6
> CCOC(=O)N1CCN(C(=O)Cn2ncn3nc(-c4cccs4)cc3c2=O)CC1
    -7 | -6 | -5 | -6 | -0.5 | -14 | 6 | -11 | -1
> Cc1cccc(N2CCN(C(=O)CCn3c(=S)[nH]c4cc5c(cc4c3=O)OCO5)CC2C)c1 (stereo unspecified)
    -12 | -6 | 8 | 7 | 1.2 | 9 | -28 | -5 | -5
> Cc1noc(C)c1S(=O)(=O)N(C)CC(=O)NCc1ccccc1
    4 | 20 | -4 | 11 | 0.016 | 8 | -14 | 0 | -3
> Clc1cccc(NCc2nnc(SCc3ccc(Cl)cc3Cl)o2)c1
    2 | 0 | -9 | -14 | -1.2 | 19 | 8 | / | /
> CC(C)C(=O)Nc1cccc(NC(=S)NC(=O)c2ccccc2Cl)c1
    4 | -10 | -24 | 22 | 0.39 | -15 | 18 | 5 | -8
> CCCS(=O)(=O)c1nc(S(=O)(=O)c2ccc(C)cc2)c(NCCCN2CCOCC2)s1
    -6 | 0 | -6 | -19 | -0.16 | 15 | 5 | 1 | -27
> CCOC(=O)NC(=O)/C(C#N)=N/Nc1c(F)cccc1F
    -3 | 19 | -3 | 19 | -0.48 | 7 | 0 | -7 | 5
> CSc1nnc(-c2ccccc2Cl)o1
    -4 | -38 | -8 | -9 | 0.34 | -6 | -3 | 13 | 18
